# NCI-60 one-dose screen, 48 h, at 10 µM unless noted. Numbers give growth in % (100 = growth as untreated, 0 = no growth, -100 = all killed).
# HL-60(TB): HL-60(TB) leukemia cells; 9% of 78,000 active; AID 1794776; active = growth percent below 10
# * = called active by the depositor; & = joins results of further samples; [ ] = remark or other dose. An excerpt (hit frequency here may not be typical).
SMILES,HL-60(TB)
Cn1cc(-c2nnc(N)nc2-c2cn(C)c3ccc(F)cc23)c2ccccc21,72
O=C1CCCN1CCn1cc(C(F)(F)F)c2c(Cl)ncnc21,90
Oc1ccccc1OCc1ccccc1,77
Cc1nn(-c2ccccc2)c2nc(N)c(C3=NCCO3)nc12,102
O=c1nc(N2CCOCC2)oc2c(-c3ccsc3)cccc12,96
Cc1cc(N)c(NCC(O)C(O)C(O)CO)cc1C (stereo unspecified),109
O=C(O)C1C=CC(C(=O)O)c2ccccc21 (stereo unspecified),81
OC(c1ccccc1)(c1ccccc1)C1CC1,80
COC[C@H](C)n1c(C2CCOCC2)nc2cnc3cc(-c4c(C)noc4C)c(OC)cc3c21,32
N#CCC(=O)Nc1nc2ccccc2[nH]c1=O,108

# In a second layout: 3 of the compounds above
> Oc1ccccc1OCc1ccccc1
- HL-60(TB) = 77
> Cc1nn(-c2ccccc2)c2nc(N)c(C3=NCCO3)nc12
- HL-60(TB) = 102
> O=c1nc(N2CCOCC2)oc2c(-c3ccsc3)cccc12
- HL-60(TB) = 96

# (further entries)
SMILES,HL-60(TB)
COc1ccccc1NC(=O)Cc1nc(=O)[nH]c(=O)[nH]1,123
OCc1ccc(Cl)c(Cl)c1,92
Cc1ncc(/C=c2\sc3n(c2=O)NC2C(N=3)N(C)C(=O)N2C)n1C (stereo unspecified),109
CC(=O)Oc1ccc(OC(C)=O)c2c1C(=O)c1ccccc1C2=O,66
O=C(NCCCN1CCCCC1)c1ccc(-c2nc3ccc4[nH]ncc4c3c3c2CCCC3)cc1,93
COc1cccc(-c2cc(-c3cccs3)c(C#N)c(=O)[nH]2)c1,102
CCOC(=O)c1c2c(c(C)n1Cc1ccccc1)-c1nn(Cc3ccc(Cl)cc3)cc1CC2,90
Cc1cc(C)c(CCl)cc1CCl,102
Nc1ccc(N=Nc2ccccc2)c2cc(S(=O)(=O)O)ccc12,103
CCC(=O)C(c1ccccc1)(c1ccccc1)C(C)CN1CCCCCC1 (stereo unspecified),91
Cc1cc(CCl)c(C)cc1CCl,15
COc1ccc(C/C(C)=C(\c2ccc(OCCN3CCOCC3)cc2)c2ccc(OC(=O)Cc3ccccc3)cc2)cc1,-59*
CC1=C([Se]CC(OC(=O)[C@@H](CO)NC(=O)OC(C)(C)C)C(=O)NCCCCCC(=O)OCc2ccccc2)C(=O)c2ccccc2C1=O (stereo partly specified),-33*
O=C(O)c1ccc2ccccc2c1,120
O=C1OC(=O)C2CCC12 (stereo unspecified),91
CCOC(=O)Nc1ccc([N+](=O)[O-])cc1,81
Clc1ccc(CCC(Cn2ccnc2)Sc2c(Cl)cccc2Cl)cc1 (stereo unspecified),2.3*
O=C(Nc1ccc(Cl)cc1)C1=NCCCCN1,97
Fc1ccc(F)c(Nc2ccccc2)c1,123
C[C@H](Nc1nc(NCCc2ccccc2)nc2ccccc12)c1ccccc1,-48*
CCCCN(CCCC)C(=N)c1ccnc2ccccc12,65
CC(C)C1=CC2=CC[C@@H]3[C@](C)(CCC[C@@]3(C)C(=O)OCc3cn(Cc4ccccc4)nn3)[C@H]2CC1,65
CCC1S/C(=N\N=C(/C)c2ccco2)N(c2ccccc2)C1=O (stereo unspecified),106
FC(F)(F)c1cc(CNc2ncc(Br)c(Cl)n2)cc(C(F)(F)F)c1,101
O=C(Cc1ccccc1Nc1c(Cl)cccc1Cl)N/N=C/c1sc(=S)[nH]c1O,91
N#Cc1ccc[n+](CCBr)c1,90
O=c1ccn2nnc3ccc(Cl)c1c32,78
N=C(N)c1ccc(-c2ccc(-c3cccs3)s2)cc1F,-48*
CCC(C)[C@H](N)C(=O)Nc1cccc(-c2cc(=O)c3c(OC)c(OC)c(OC)cc3o2)c1 (stereo partly specified),95
CO[C@H]1CC(O[C@@H]2/C(C)=C/C[C@@H]3C[C@@H](C[C@]4(C=C[C@H](C)[C@@H](C5CCCCC5)O4)O3)OC(=O)[C@@H]3C=C(C)[C@@H](O)[C@H]4OC/C(=C\C=C\[C@@H]2C)[C@]43O)O[C@@H](C)C1O[C@H]1C[C@H](OC)[C@@H](O)[C@H](C)O1 (stereo partly specified),-51*
COc1cc(-c2n/c(=C\c3c(O)[nH]c4cc(Cl)ccc34)cc3c2=Nc2ccccc2-3)ccc1F,95
C[n+]1c2ccccc2nc2ccc(NCCO)cc21,71
Cc1cc(N2CCOCC2)nc(N(CCCNc2ccnc3cc(Cl)ccc23)Cc2ccco2)n1,-26*
NC(N)=NC(N)=NCCCc1ccccc1,56[100 µM]
CCC1C(=O)NN(C(=O)CSc2nc3sc(C(N)=O)c(C)c3c(=O)n2Cc2ccccc2)C1=O (stereo unspecified),102
O=C(O)c1ccc([N+](=O)[O-])o1,101
CN1C=CC(=CC=C2C=CC(=O)C=C2)C=C1,114
Cc1cc2[nH]c(=O)c3c4ncccc4cn3c2cc1C,37
CCNC(=O)Oc1ccc(/C(=C(/C)c2ccccc2)c2ccc(OCCN3CCCC3)cc2)cc1,51
O=C(Nc1ncc(Cc2ccc(Cl)cc2)s1)c1cc(-c2ccccc2)nc2ccc(Cl)cc12,100

# Another view of some results above.
Nc1ccc(N=Nc2ccccc2)c2cc(S(=O)(=O)O)ccc12
  HL-60(TB): 103

O=C(O)c1ccc([N+](=O)[O-])o1
  HL-60(TB): 101

# (continued)
SMILES,HL-60(TB)
N#CCCC1(CCC#N)CCCC(CCC#N)(CCC#N)C1=O,85
COc1cc(CNC(=O)CCCC/C=C/C(C)C)ccc1OCC(=O)NO,111
O=C1NC(=O)C(=Cc2cn(C(=O)c3ccccc3)c3ccccc23)C(=O)N1,108
COc1cccc(Cn2cc3c(c2-c2ccccc2)CCCc2cnoc2-3)c1,92
COC(=O)C1CCCN(S(=O)(=O)/N=C2\NC(=O)NC2=C(Cl)Cl)C1 (stereo unspecified),74
COc1ccc(C2c3c(c4ccccc4n(-c4ccccc4)c3=O)Nc3ncnn32)cc1 (stereo unspecified),80
CCn1c2ccccc2c2cc(C(O)c3cccc4ncccc34)ccc21 (stereo unspecified),11
COc1cc2ncnc(Nc3ccc(S(=O)(=O)Nc4cc(C)on4)cc3)c2cc1OCCCN1CCN(C)CC1,100
CN(C)c1ccc(/C=C(\C#N)c2nc3ccccc3n2C)cc1,1.2*
COc1cc(/C=C2\C(=N)N=C(SCc3nc4ccccc4[nH]3)NC2=O)ccc1O,84
COc1cc(C2CC(c3ccc(S(=O)(=O)NCCNc4nc(Nc5ccc(F)cc5)nc(N(C)C)n4)cc3)=Nc3c(N)nc(N)nc3N2)cc(OC)c1OC (stereo unspecified),80
NC(=Nc1ccccc1)N(c1ccccc1)c1ccccc1,107
CCN(CC)CCOc1ccccc1/C=C/c1noc2ccccc12,73
O=C1NC(=C(Cl)Cl)/C(=N/S(=O)(=O)NC2CCC2)N1,103
NS(=O)(=O)c1cccc(Nc2nc(SCC(=O)c3ccc(Cl)cc3)nc3c2CCCC3)c1,105
Cn1ccnc1C(=O)/C=C/c1ccc(CNC(=O)c2ccc(Cl)cc2)cc1,-26*
CC1CCCCC1CO (stereo unspecified),98
O=C(CCCCCCCCC(=O)OCc1ccccc1)OCc1ccccc1,93
O=C(Nc1cc(-c2cccnc2)nc(NCCCN2CCOCC2)n1)c1ccc(F)cc1Cl,84
O=C1c2cccc3cccc(c23)C(=O)N1N1C(=O)c2cccc3c(N4CCCCC4)ccc(c23)C1=O,101
CC(C)(CCc1ccccn1)C(=O)C(CCc1ccccn1)CCc1ccccn1,99
COC(=O)c1ccc2c(c1)nc(-c1cc3ccccc3[nH]c1=O)n2Cc1ccc(OC)c(OC)c1,83
CO[C@@H]1CSSC1Cn1nc(-c2ccc(Oc3ccccc3)cc2)c2c(N)ncnc21 (stereo partly specified),13
Cc1cccc(Cc2cnc(-n3nnc(C(=O)O)c3C)s2)c1,103
CCN(CC)C(=S)SC1C(=O)c2cc(Cl)ccc2OC1c1ccc(Cl)cc1 (stereo unspecified),57
CN(C)c1nc(NCCNS(=O)(=O)c2ccc(C3=Nc4c(N)nc(N)nc4NC(c4ccc(C(F)(F)F)cc4)C3)cc2)nc(Nc2ccc(F)cc2)n1 (stereo unspecified),-14*
CCN(CC)CCOc1ccc(C)cc1,95
Cc1cccc(C(C)(C)C)c1,120
CN1CCN(c2ccc(C(=O)/C=C/c3cc(C(F)(F)F)ccc3Cl)cc2)CC1,-29*
Clc1ccc(C2N(Cc3ccccc3)CCC3CCCCN32)cc1Cl (stereo unspecified),99

# Overlap with the part before: two compounds, then new ones.
SMILES,HL-60(TB)
CN1CCN(c2ccc(C(=O)/C=C/c3cc(C(F)(F)F)ccc3Cl)cc2)CC1,-29*
Clc1ccc(C2N(Cc3ccccc3)CCC3CCCCN32)cc1Cl (stereo unspecified),99
O=S(=O)(O)C1CC2NC3C4CCCC(S(=O)(=O)O)C4C(Nc4ccccc4)CC3N(c3ccccc3)C2CC1Nc1ccccc1 (stereo unspecified),123
Cn1cnc2c1c(=O)n(CC(=O)Nc1ccc(S(N)(=O)=O)cc1)c(=O)n2C,89
CCOC(=O)CC/C(C)=N\Nc1ccc([N+](=O)[O-])cc1[N+](=O)[O-],94
CCCN(N=O)C(=O)OCC,109
Cn1c(=O)c2[nH]c(NN)nc2n(C)c1=O,92
Cc1c(OCC(F)(F)F)ccnc1CNc1ccc(C2=CC(c3ccccc3)N=C(N)N2)cc1 (stereo unspecified),44
Cc1ccc(S(=O)(=O)Oc2ccc(C)cc2Br)cc1,96
Cc1ccc(NC(=S)NNC(=O)c2cn3c4c(c(N5CCN(C)CC5)c(F)cc4c2=O)OCC3C)cc1 (stereo unspecified),101
Cc1csc(C#Cc2cncc(O)c2)n1,110
Oc1ccccc1/C=C/c1nc2ccccc2n2c(-c3ccc(Cl)cc3)nnc12,45
C[C@@H](Oc1cc(C(=O)Nc2ccc(C(=O)N3CCN(C)CC3)cc2)nnc1N)c1c(Cl)ccc(F)c1Cl,88
CCCCC(CC)C(=O)CC(C)=O (stereo unspecified),89
Cc1ccc2c(c1)c(Sc1ccc(C(=O)NO)cc1)c1n2CN(C)CC1,21
Cc1cc(Cc2cc(C)c(O)c(C(C)(C)C)c2)cc(C(C)(C)C)c1O,77
Nc1nc(Br)nc2nc[nH]c12,107
Cc1ccc(S(=O)(=O)C/C(=N/NC(=O)c2ccc(S(N)(=O)=O)cc2)c2cc3ccccc3oc2=O)cc1,118
Cc1ccc(-n2nc(C(=O)O)c(N3CCOCC3)n2)cc1,108
CCC/C=C/C=C/C(=O)N[C@@H](Cc1cc(F)cc(F)c1)C(=O)N[C@@H]1C(=O)N2CCC[C@H]2C(=O)N2CCCC[C@H]2C(=O)N[C@@H](C)C(=O)N2C[C@H](C)C[C@H]2C(=O)O[C@H]1C,3.8*
COc1ccc(C2C3CCc4ccccc4C3=NN2C(=O)c2cc(OC)c(OC)c(OC)c2)cc1O (stereo unspecified),85
CC1=C2[C@@H](CC1)[C@]1(C)O[C@@](C(C)C)(C[C@H]1OC(=O)CN)[C@H]2OC(=O)/C=C/c1ccccc1,95
C[C@H](O)[C@H]1CC[C@H]2[C@@H]3CC[C@@H]4C[C@H](O)CC[C@]4(C)[C@H]3CC[C@]12C,106
CC1=N/C(=C\c2ccc(F)cc2)C(=O)N1CCc1ccc(S(=O)(=O)NC(=S)NCc2ccccc2)cc1,103
COc1ccc2c(c1)sc1nc(-c3ccc(N(C)C)cc3)cn12,65
CC(=O)OCC(=O)Nc1ccccc1,218
CCOC(=O)c1cc2n(n1)CC(c1ccccc1)N2 (stereo unspecified),104
O=C1/C(=C/c2cccs2)SC(=S)N1CC(=S)C1CCS(=O)(=O)C1 (stereo unspecified),90
C/C(=N/O)c1ccc(NC(=O)CSc2nnc(-c3ccc(-c4nc5ccccc5[nH]4)cc3)o2)cc1,96
Cc1ccccc1N1C(=O)c2cc(S(N)(=O)=O)c(Cl)cc2NC1C (stereo unspecified),88
OCC1CC2CCC1C2 (stereo unspecified),102&82
N#Cc1ccc([N+](=O)[O-])o1,108
Nc1ccc(O)c(C(=O)O)c1,106&104&89
COc1ccc(C2Nc3nc(SC)[nH]c(=O)c3N=C3c4ccccc4C(=O)C32)cc1 (stereo unspecified),73
C=CC(=O)Nc1cccc(Oc2nccc(Nc3nnc(-c4ccc(Br)cc4)s3)n2)c1,121
CCOC(=O)/C(O)=C(/C=N/C(=S)Nc1c(CC)cccc1CC)C(=O)OCC,104
CN(C)CC(O)c1cc2ccccc2c2ccccc12 (stereo unspecified),74
O=C(Nc1ccccc1)Nc1ccc([N+](=O)[O-])cn1,84
CC1(C)CC(=O)c2c(nn(-c3ccccc3)c2-c2cn(-c3ccccc3)nc2-c2ccc(N)cc2)C1,86
CN(C)c1ccc(C(=O)C(O)c2ccccc2)cc1 (stereo unspecified),105&142
CC1CN=C(c2ccc(NC(=O)c3ccc(C(=O)Nc4ccc(C5=NCC(C)N5)cc4)cc3)cc2)N1 (stereo unspecified),93
Cn1cccc1C(=O)C1C(c2ccc(Cl)cc2)C2CCCN2C12C(=O)Nc1ccc(Cl)cc12 (stereo unspecified),90
COc1ccc(/C=C/c2nc3ccccc3nc2Nc2cccc(C)c2)cc1,93
COC1=CC(c2ccc[nH]2)=N/C1=C\c1[nH]c(C)c(CC(=O)OCc2ccccc2)c1C,-29*
Cn1c(=O)oc2ccc(S(=O)(=O)Nc3ccc(Cl)cc3[N+](=O)[O-])cc21,98
O=C1Nc2cc(-c3ccc(NC(=O)c4cccs4)cc3)ccc2/C1=C/c1ccc[nH]1,91

# Screening results deposited in PubChem BioAssay by NCI.
